Screens: PubChem, several laboratories
TNAP inh noacc: inhibitors of human TNAP without phosphate acceptor | AID 1012 | inhibition, % at 20 µM | purified TNAP, CDP-star luminescence, 30 min | 0.26% of 200,000 active;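 active = tissue-nonspecific alkaline phosphatase inhibition above about 50% at 20 µM in the single-dose screen, limit read from the data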;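 also: 0% = DMSO negative control and 100% = EDTA positive control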
Target sequence (P05186 whole entry, looked up): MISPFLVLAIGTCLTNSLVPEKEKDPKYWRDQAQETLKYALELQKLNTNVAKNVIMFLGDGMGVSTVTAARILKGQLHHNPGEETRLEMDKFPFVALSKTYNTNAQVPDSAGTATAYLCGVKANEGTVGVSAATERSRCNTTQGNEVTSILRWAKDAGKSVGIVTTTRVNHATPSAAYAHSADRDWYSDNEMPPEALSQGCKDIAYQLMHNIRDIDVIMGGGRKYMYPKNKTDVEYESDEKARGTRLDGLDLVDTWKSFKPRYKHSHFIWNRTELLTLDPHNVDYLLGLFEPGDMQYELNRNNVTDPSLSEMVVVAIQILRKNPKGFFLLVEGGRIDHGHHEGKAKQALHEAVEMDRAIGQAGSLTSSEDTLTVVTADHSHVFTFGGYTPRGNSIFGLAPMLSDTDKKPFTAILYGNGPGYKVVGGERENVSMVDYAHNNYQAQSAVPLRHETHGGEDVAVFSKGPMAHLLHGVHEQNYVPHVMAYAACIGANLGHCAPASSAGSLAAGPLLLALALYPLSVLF
TNAP inh hiacc: blocks human TNAP under high phosphate acceptor concentration | 0.03% of 200,000 active | P05186 | purified TNAP, CDP-star luminescence, 1 M DEA | inhibition, % at 20 µM;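 active = over 50% inhibition of tissue-nonspecific alkaline phosphatase at 20 µM in the single-dose screen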;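 also: plate controls were DMSO wells for no effect and EDTA-quenched wells as full inhibition for full effect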
Lmaj promast: reduces viability of Leishmania major promastigotes; 9% of 200,000 active; inhibition, % at 10 µM; resazurin fluorescence viability; AID 1063; in the data active = inhibition above about 50%;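 also: promastigotes grown with compound for 44 hours at 28 °C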
Hsp70 activator: switches on Hsp70 transcription | HeLa Hsp70 promoter luciferase reporter, luminescence; scaled: vehicle 0, proteasome-inhibitor control 100% | activation, % at 10 µM | 0.04% of 200,000 active;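 active = activation above the mean across all tested compounds plus 3 SD, cutoff set per campaign, cut at about 5.5% in these data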;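 also: 100% = MG132 at 30 µM as the positive control and 0% = DMSO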
Efa HMGR inh: inhibitors of class II HMG-CoA reductase from Enterococcus faecalis; purified E. faecalis HMGR, NADPH absorbance 340 nm kinetic; AID 1066; inhibition, % at 10 µM; 0.41% of 190,000 active;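 active = inhibition above a set limit, the median over all tested compounds plus 3 SD, cut at about 9.5% in these data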;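 also: enzyme runs in reverse so mevalonate oxidation gives rising NADPH absorbance; 0% = complete reaction with DMSO and 100% = background rate lacking mevalonate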
PMI act satM6P: PMI (human) activation, high substrate | P34949 | coupled PMI enzyme assay, resazurin fluorescence, 20 min; active compounds read high; 1 = untreated enzyme, 0 = substrate-free blank | activation factor at 20 µM | 0.34% of 190,000 active | AID 1216;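 active = activation factor of 2 or more at 20 µM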
Target sequence (P34949 whole entry, looked up): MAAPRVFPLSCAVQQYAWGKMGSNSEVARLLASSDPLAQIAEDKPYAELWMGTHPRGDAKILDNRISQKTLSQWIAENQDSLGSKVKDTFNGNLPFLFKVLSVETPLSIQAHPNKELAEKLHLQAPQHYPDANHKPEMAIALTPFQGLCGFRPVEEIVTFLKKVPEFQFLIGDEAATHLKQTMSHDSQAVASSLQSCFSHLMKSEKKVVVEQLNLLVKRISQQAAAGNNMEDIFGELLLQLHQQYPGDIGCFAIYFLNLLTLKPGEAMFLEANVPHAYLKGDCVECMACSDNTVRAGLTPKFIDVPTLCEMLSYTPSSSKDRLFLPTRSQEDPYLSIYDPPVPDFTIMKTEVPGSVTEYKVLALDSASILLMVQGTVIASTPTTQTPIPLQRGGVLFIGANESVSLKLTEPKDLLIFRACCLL
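Test system: Human PMI in coupled enzyme assay | Input: 15 ng/mL PMI | Medium: HEPES-buffered pH 7.4 with magnesium and detergent | Compound: One concentration, 20 µM, in 1% DMSO | Incubation: Enzyme reaction with compound 20 min at room temperature | Detection: Diaphorase-driven resazurin-to-resorufin fluorescence, excitation 544, emission 590 nm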
Redox H2O2 prof: compounds producing H2O2 with reducing agent – biochemical, NIH compound library profiling, artefact control for MLSCN library redox annotation, primary screen. activation, % at 10 µM. DTT-dependent redox cycling H2O2, phenol red/HRP absorbance; 100% = 100 µM peroxide control, 0% = buffer. 0.03% of 200,000 active;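 active = activation of at least 50% relative to the plate's high and low controls in the primary single-dose screen; inactive = activation below 50%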;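 also: compound incubated with DTT at 0.8 mM final as the reducing agent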
RAM network inh: inhibitors of the yeast RAM network; S. cerevisiae dse1pr::URA3 reporter, 5-FOA growth OD615, 2 d; analog-sensitive cbk1-as2 kinase mutant strain; inhibition, % at 50 µM; 1.8% of 190,000 active;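 active = inhibition above a set limit, 3 SD over mean compound inhibition, cut at about 8.4% in these data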;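 also: 0% = DMSO-only wells with no growth and 100% = 10 µM 1-NA-PP1 full growth; inhibition rescues growth on 5-FOA so higher OD means more RAM inhibition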
S1P3 antagonist: blocks the human S1P3 receptor; Q99500; CHO S1P3 NFAT-BLA reporter, FRET fluorescence, antagonist mode; inhibition, % at 4.98 µM; 0.27% of 170,000 active; AID 485;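 active = inhibition above the plate cutoff, the mean inhibition of test wells on that plate plus 3 SD, cut at about 28% in these data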;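 also: cells challenged with S1P at its EC80 of 0.8 µM; blue over green emission ratio from cleaved BLA substrate after 4 h stimulation; 0% = S1P-stimulated wells and 100% = unstimulated DMSO-only wells; some compounds past the cut are filed as inactive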
PMI activator: activators of human phosphomannose isomerase; purified human PMI, coupled resazurin fluorescence, 20 min; active compounds read high; 1 = vehicle control, 0 substrate-free wells; activation factor at 20 µM; AID 1214; 0.005% of 190,000 active;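 active = activation factor of 2 or more at 20 µM, relative to plate controls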
Starred values were filed as active, the others as inactive; / = not tested or not shown. An unsorted share of the library; any-hit rate near 12%.

SMILES	TNAP inh noacc	TNAP inh hiacc	Lmaj promast	Hsp70 activator	Efa HMGR inh	PMI act satM6P	Redox H2O2 prof	RAM network inh	S1P3 antagonist	PMI activator
c1ccc2c(c1)CCOC2CNCCCN1CCCCC1 (stereo unspecified)	-7	-3	56*	-0.1	-2	1	0.7	-0.8	/	1.3
COc1cccc(-c2nnc(SCC(=O)Nc3ccc4c(c3)OCCO4)n2Cc2ccco2)c1	-7	2	32	-0.4	-5	0.9	-0.5	1.0	9	0.9
CC(=O)c1cccc(NC(=O)c2ccc(N(C)S(C)(=O)=O)cc2)c1	-18	-6	12	-0.2	-2	0.9	2.6	1.2	13	0.9
CC1(C)S[C@@H]2[C@H](NC(=O)[C@H](N)c3ccc(O)cc3)C(=O)N2[C@H]1C(=O)O	-10	-3	-3	-0.4	-10	1	-1.1	0.0	-11	1.1
COc1cc(C(=O)Nc2ccc(NC(=O)c3ccco3)nc2)cc(OC)c1OC	-12	-1	3	0.2	-5	1	1.6	2.5	9	1
CCCSc1nc2c(c(=O)[nH]c(=O)n2C)n1Cc1ccc(C)cc1	1	-2	4	0.2	0	0.9	2.6	1.2	-3	1
CC(=O)c1cccc(NC(=O)/C=C/c2ccc([N+](=O)[O-])s2)c1	-7	-2	15	-0.3	4	0.9	-0.5	4.5	-15	1
COC(=O)c1cc2c(=O)n3ccccc3nc2n(C)c1=N	4	-9	/	/	/	1	/	/	-18	1.1
COCCNC(=O)c1ccc2c(=O)n(CCCN3CCCC3=O)c(=S)[nH]c2c1	-7	-3	-2	-0.4	-5	1.1	0.1	-1.1	6	1.1
C=C(C)Cn1c(-c2cccc([N+](=O)[O-])c2)n[nH]c1=S	16	3	2	-0.4	-3	0.9	-0.5	1.3	-15	1
Cc1ccc(NC(=O)CN(C)c2ccc(S(=O)(=O)N3CCCC3)cn2)cc1	-14	-2	-2	-0.3	-9	0.9	-0.7	5.0	-12	1
COc1ccc2cc(C3(C)NC(=O)N(CC(=O)NCc4ccco4)C3=O)ccc2c1 (stereo unspecified)	-11	-5	-4	-0.3	-4	1	1.8	-0.8	9	0.9
C=CCn1c(=O)c2ccccc2n2c(SCC(N)=O)nnc12	-13	-2	7	-0.6	-4	1.1	-3.6	0.5	/	1.1
CSc1ccc(Cn2nnc(C(=O)NCc3ccccc3)c2N)cc1	-10	-3	-6	0.0	1	0.9	0.1	2.8	-8	0.9
Cc1cc(NC(=O)C2CCCN(S(=O)(=O)c3c(C)noc3C)C2)n[nH]1 (stereo unspecified)	-15	-2	-4	0.2	-1	1	-1.3	-0.9	-40	1
CCCCN1C(=O)NC(NC(=O)c2ccco2)(C(F)(F)F)C1=O (stereo unspecified)	-2	6	-2	-0.3	-5	1.1	2.1	-0.3	/	1.1
COC(=O)c1ccc(-n2c(C)cc(/C=N/n3cnnc3)c2C)cc1	4	-1	10	0.0	0	1	-3.0	0.0	8	1.1
COc1ccc(N=Nc2nc(-c3ccccc3)c(-c3ccccc3)[nH]2)cc1	6	36	87*	-0.4	-2	0.9	0.0	11*	6	0.9
Cc1ccccc1NC(=O)Cc1nc(CCl)cs1	-14	-4	9	-0.3	-4	1.1	-0.8	0.8	-26	0.9
Cn1c(/N=C/c2c(O)ccc3ccccc23)nc2ccccc21	3	2	-1	0.0	-8	0.2	1.5	0.7	-6	0.1
Cc1cc(NC(=O)CSc2ccc(F)cc2)no1	-11	0	3	-0.2	1	1.1	-0.3	0.5	4	1.1
CN(NC(=S)Nc1ccc(OC(F)F)cc1)C(=S)Nc1ccc(OC(F)F)cc1	-77	-1	-6	-0.4	1	0.8	0.3	0.8	-10	0.8
CCCN(CCC)CCNC(=O)c1cc2c(C)nc3ccccc3c2o1	-18	-5	57*	-0.4	-4	1	1.4	-0.1	-28	1
O=C(Nc1ccn(Cc2cccc3ccccc23)n1)c1cccnc1	-13	-2	3	-0.3	-1	1	0.1	12*	4	1
COc1ccc(OC)c(NC(=S)NCCSc2ccc(C)cc2)c1	-37	-2	-1	-0.4	-1	0.9	0.0	3.0	-7	1

As entered above.
In TNAP inh hiacc, `O=C(Nc1ccn(Cc2cccc3ccccc23)n1)c1cccnc1` shows -2
In Hsp70 activator, `c1ccc2c(c1)CCOC2CNCCCN1CCCCC1` (stereo unspecified) shows -0.1

Going on with the list.
SMILES	TNAP inh noacc	TNAP inh hiacc	Lmaj promast	Hsp70 activator	Efa HMGR inh	PMI act satM6P	Redox H2O2 prof	RAM network inh	S1P3 antagonist	PMI activator
O=C(Cn1cncn1)NCc1cccc(OC(F)F)c1	-20	-5	-5	0.1	-4	1.1	-1.4	2.5	-25	1.1
COc1ccc(OC)c(NC(=O)C2C3CC4OC(=O)C2C4C3)c1 (stereo unspecified)	0	-1	-4	-0.1	-2	1	1.4	4.5	-2	1.1
CCOC(=O)C1(CCc2ccccc2)CCN(C(=O)CN2C(=O)CSC2=O)CC1	-2	-4	6	-0.2	-2	1.1	-0.2	-0.5	-15	1.1
O=C(Nc1ccccc1C(=O)O)/C(=C/c1ccc([N+](=O)[O-])cc1)NC(=O)c1ccc(Br)o1	-9	2	-9	0.0	-4	1	-0.2	5.0	-22	1.1
CN(C)C(=O)CN(C)S(=O)(=O)c1ccc(Cl)cc1	-6	-1	-4	-0.3	2	0.9	2.5	0.4	-12	0.8
O=C(NC1CCCCC1)C(c1ccc(F)cc1)N(CCc1ccccc1)C(=O)CN1C(=O)c2ccccc2S1(=O)=O (stereo unspecified)	-7	2	50*	0.1	-4	1.1	0.1	1.6	-18	1
CSc1nc(Sc2ccccc2)c2ccccc2n1	-4	2	-7	-0.3	-2	0.8	0.6	2.6	/	0.8
COC(=O)c1ccc(/C=N/OCC(=O)NCc2ccc(F)cc2)cc1	-17	-4	27	-0.2	-3	1.1	-0.1	3.3	1	1
Cc1nc(Nc2ccc3c(c2)OCCO3)c2oc3ccccc3c2n1	-7	0	13	0.2	-4	0.9	0.2	1.9	/	0.8
c1ccc(-n2c(SCc3ccncc3)nnc2-c2ccco2)cc1	-10	-5	-2	0.0	-1	1	-0.9	2.5	-27	1
COc1ccc(OC)c(NC(=O)CC(NCCC2=CCCCC2)C(=O)O)c1 (stereo unspecified)	-12	-5	-5	-0.3	-2	1	2.6	-0.4	-4	1
COc1ccc(N2CCN(c3cc(C)c4ccc(O)cc4n3)CC2)cc1	-12	-4	1	-0.1	-7	0.9	-0.2	0.2	-21	1
COC(=O)c1ccc(Oc2ccc(C(C)(C)C)cc2)c([N+](=O)[O-])c1	-5	-1	0	-0.2	-5	0.9	-4.7	8.4*	/	0.9
CCOC(=O)N1CCN(C(=O)C2COc3ccccc3O2)CC1 (stereo unspecified)	-11	-5	-7	-0.1	-7	1.1	-0.7	0.4	/	1.1
CCn1c(SCC(=O)Nc2ccccc2)nc2c1c(=O)n(C)c(=O)n2C	-10	-2	-5	-0.4	-7	1	-0.1	-0.7	/	1
O=c1c2ccccc2nc(-c2cccc(Cl)c2)n1O	-16	-6	-11	1.0	1	1.1	2.1	-0.5	2	1
COc1ccccc1OCCN1C(=O)S/C(=C\c2ccco2)C1=O	-10	-5	55*	0.2	-2	0.9	-3.1	0.7	/	1
C=CCN1C(=O)NC(c2ccccc2)(C(F)(F)F)S/C1=C(\C#N)c1nnc(N2CCOCC2)n1-c1ccccc1 (stereo unspecified)	-6	3	3	-0.3	2	0.9	0.1	0.8	4	0.8
O=C(CCCCn1c(=O)[nH]c2ccsc2c1=O)NCCc1ccccc1	-10	-3	8	-0.1	-1	1	-1.4	2.4	-4	0.9
O=C(Nn1cnnc1)c1cc2c(s1)CCCC2	-9	-2	-8	-0.1	0	1.2	-0.8	1.2	-18	1
O=S(=O)(c1ccc(OCC(O)CN2CCN(c3ccc(F)cc3)CC2)cc1)N1CCOCC1 (stereo unspecified)	-10	-4	9	-0.4	0	1	1.9	0.5	-22	1
NS(=O)(=O)c1ccc(NC(=O)C(Sc2ccccc2)c2ccccc2)cc1 (stereo unspecified)	-12	-3	8	-0.2	-1	1	0.4	1.8	0	0.8
Cc1cc(C)c(N2CCN(S(=O)(=O)N3CCCCCC3)CC2)c(C)c1	0	-1	5	-0.1	-2	1.7	1.5	11*	-7	1.5

Among those listed so far, nine have an aryl methoxy group:
SMILES	TNAP inh noacc	TNAP inh hiacc	Lmaj promast	Hsp70 activator	Efa HMGR inh	PMI act satM6P	Redox H2O2 prof	RAM network inh	S1P3 antagonist	PMI activator
COc1cccc(-c2nnc(SCC(=O)Nc3ccc4c(c3)OCCO4)n2Cc2ccco2)c1	-7	2	32	-0.4	-5	0.9	-0.5	1.0	9	0.9
COc1cc(C(=O)Nc2ccc(NC(=O)c3ccco3)nc2)cc(OC)c1OC	-12	-1	3	0.2	-5	1	1.6	2.5	9	1
COc1ccc2cc(C3(C)NC(=O)N(CC(=O)NCc4ccco4)C3=O)ccc2c1 (stereo unspecified)	-11	-5	-4	-0.3	-4	1	1.8	-0.8	9	0.9
COc1ccc(N=Nc2nc(-c3ccccc3)c(-c3ccccc3)[nH]2)cc1	6	36	87*	-0.4	-2	0.9	0.0	11*	6	0.9
COc1ccc(OC)c(NC(=S)NCCSc2ccc(C)cc2)c1	-37	-2	-1	-0.4	-1	0.9	0.0	3.0	-7	1
COc1ccc(OC)c(NC(=O)C2C3CC4OC(=O)C2C4C3)c1 (stereo unspecified)	0	-1	-4	-0.1	-2	1	1.4	4.5	-2	1.1
COc1ccc(OC)c(NC(=O)CC(NCCC2=CCCCC2)C(=O)O)c1 (stereo unspecified)	-12	-5	-5	-0.3	-2	1	2.6	-0.4	-4	1
COc1ccc(N2CCN(c3cc(C)c4ccc(O)cc4n3)CC2)cc1	-12	-4	1	-0.1	-7	0.9	-0.2	0.2	-21	1
COc1ccccc1OCCN1C(=O)S/C(=C\c2ccco2)C1=O	-10	-5	55*	0.2	-2	0.9	-3.1	0.7	/	1
